SMARCA2 activ – increases SMARCA2 function in MMTV reporter cells | 1% of 370,000 active | MG213 cells, MMTV-luciferase reporter, dexamethasone, overnight | AID 652017 | activation, % at 9.1 µM; in the data active = activation above about 7.8%;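 note: 0% = vehicle wells and 100% = reference activator wells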
Rev-erbA mod – modulators of human Rev-erb alpha DNA binding | P20393 | Rev-erbα–FITC-DNA binding, fluorescence polarization, 90 min | activity, % at 10 µM | 0.79% of 370,000 active;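 active = activity above about 14%, limit read from the data; passing the limit was not always enough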;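 note: 0% = DMSO wells with 35 nM protein and 100% = DMSO wells with 750 nM protein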
DAX1 inh-1 – inhibitors of DAX1 repression of SF-1 activated StAR promoter; HEK293T StAR-luciferase reporter, SF-1/DAX-1 repression relief; inhibition, % at 6.8 µM; 1.1% of 370,000 active; AID 652010;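 active = inhibition above the mean over all tested compounds plus 3 SD, cut at about 3.6% in these data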;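 note: 0% = DAX-1 cells with DMSO and 100% = cells lacking DAX-1 with DMSO; higher inhibition means more luminescence from relief of DAX-1 repression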
DAX1 inh-2 – NR0B1 (DAX1) inhibition | HEK293 Gal4-DAX1 luciferase reporter, luminescence | inhibition, % at 6.75 µM | 0.99% of 340,000 active | AID 504766;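 active = inhibition above the mean over all tested compounds plus 3 SD, cut at about 4.2% in these data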;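 note: 0% = DAX1-transfected cells with DMSO and 100% = empty-vector control cells with DMSO; inhibition shows as a rise in luminescence from relieved DAX1 repression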
Target sequence (P51843 207-470 limits assumed): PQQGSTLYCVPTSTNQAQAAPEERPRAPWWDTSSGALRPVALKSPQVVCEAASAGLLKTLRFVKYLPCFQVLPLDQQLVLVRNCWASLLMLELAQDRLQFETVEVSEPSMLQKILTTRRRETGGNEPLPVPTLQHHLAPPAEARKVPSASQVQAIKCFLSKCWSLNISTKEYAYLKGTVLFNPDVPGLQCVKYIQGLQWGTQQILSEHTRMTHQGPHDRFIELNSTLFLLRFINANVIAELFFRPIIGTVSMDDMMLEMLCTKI
PLC-beta3 inh – PLC-beta3 (human) inhibition, primary screen; Q01970; Purified PLC-beta3, fluorogenic substrate, fluorescence; inhibition, % at 12.2 µM; 0.18% of 370,000 active; in the data active = inhibition above about 11%;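 note: 0% = median of compound wells on plate and 100% = full blocker control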
hcDAF12 agonist – activators of H. contortus DAF-12 nuclear receptor; 1.4% of 370,000 active; activation, % at 6.8 µM; HEK293 hcDAF-12 lit1-tk-luc reporter, luminescence; 0% DMSO, 100% Δ7-dafachronic acid;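 active = activation above the mean of all tested compounds plus 3 SD, cut at about 5.5% in these data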;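 note: 100% = response to 3 µM Δ7-dafachronic acid high control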
sPLA2-III inh – Blocks human group III sPLA2 activity; QFRET BODIPY PC-A2 liposome hydrolysis, fluorescence; inhibition, % at 12.2 µM; 0.56% of 370,000 active;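 active = inhibition above mean plus 3 SD of compounds lying within the high and low control bounds, cut at about 19% in these data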;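 note: 0% = median of test compound wells and 100% = no enzyme DMSO wells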
Target sequence (Q9NZ20 whole entry, looked up): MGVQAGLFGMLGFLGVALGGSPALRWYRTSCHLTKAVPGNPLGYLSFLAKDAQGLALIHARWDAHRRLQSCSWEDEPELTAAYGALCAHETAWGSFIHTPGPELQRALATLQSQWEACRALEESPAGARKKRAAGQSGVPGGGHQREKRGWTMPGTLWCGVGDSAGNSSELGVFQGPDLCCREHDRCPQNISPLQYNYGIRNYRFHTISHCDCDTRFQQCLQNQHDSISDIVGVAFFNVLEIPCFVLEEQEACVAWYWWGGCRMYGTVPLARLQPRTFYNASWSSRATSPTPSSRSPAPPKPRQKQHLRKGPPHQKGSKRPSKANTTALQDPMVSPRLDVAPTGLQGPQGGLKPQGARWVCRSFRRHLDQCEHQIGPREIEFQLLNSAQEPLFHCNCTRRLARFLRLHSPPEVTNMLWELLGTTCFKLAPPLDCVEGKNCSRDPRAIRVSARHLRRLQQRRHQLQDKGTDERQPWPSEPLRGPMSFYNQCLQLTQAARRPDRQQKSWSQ
PG9 Ab binder – binds the HIV-1 gp120 antibody PG9 | TR-FRET gp120-PG9 antibody binding | inhibition, % at 6.7 µM | 0.43% of 360,000 active | AID 624416; in the data active = inhibition above about 8.5%
FXN GAA850 act – increases GAA850 frataxin promoter reporter activity; HEK293 lucGAA850 FXN promoter luciferase reporter, 24 h; percent of 10 µM SAHA response; activation, % at 6 µM; 0.56% of 360,000 active;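 active = activation above the average of all compounds screened plus 3 SD, cutoff fixed separately per campaign, cut at about 7.5% in these data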;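 note: 0% = DMSO wells and 100% = 10 µM SAHA wells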
hgDAF12 agonist – hgDAF-12 agonism, primary luciferase screen | HEK293 GAL4-hgDAF12 UAS-luciferase reporter, agonist luminescence; normalized to butyrate control | activation, % at 6.8 µM | 1.8% of 370,000 active | AID 687014;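 active = activation above a cutoff set at the mean of all screened compounds plus 3 SD, cut at about 10% in these data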;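 note: 0% = DMSO wells and 100% = sodium butyrate wells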
ssDAF12 agonist – S. stercoralis DAF-12 activation, primary screen; HEK293 ssDAF-12/GRIP1 lit1-tk-luc reporter, luminescence; % of 3 µM dafachronic acid response; activation, % at 6.8 µM; 1% of 370,000 active;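 active = activation above the mean over all tested compounds plus 3 SD, cut at about 0.9% in these data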;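 note: 0% = DMSO-only wells and 100% = 3 µM delta7-dafachronic acid wells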
* hit, by the source's call; i = inactive; · = no result given; & = joins results of further samples.

Structure	SMARCA2 activ	Rev-erbA mod	DAX1 inh-1	DAX1 inh-2	PLC-beta3 inh	hcDAF12 agonist	sPLA2-III inh	PG9 Ab binder	FXN GAA850 act	hgDAF12 agonist	ssDAF12 agonist
COC(=O)c1ccc2nc(-c3cccc(N)c3)cn2c1	0	2	5.6*	-1.9	-6	3.9	3	-0.3	-6.0	5.1	-1.1
O=C(CCCCCN1C(=O)CCC1=O)Nc1ccc(Cl)c(C(F)(F)F)c1	-1	-1	-1.2	-1.4	3	-2.8	-9	-0.8	2.2	-3.7	-1.8
O=C(Nc1ccccc1Cl)C1C2CCCCC21 (centres undefined)	3	-4	0.9	-1.1	-3	0.5	-2	-1.1	4.4	2.0	-1.5
COc1cccc(C(=O)Nc2c(F)cccc2F)c1	-2	3	-0.6	-0.8	-11	-1.2	7	1.2	1.8	0.5	-1.7
Cc1onc(-c2ccccc2)c1C(=O)OCCOc1cccc(Cl)c1	-2	5	0.8	0.6	-9	-1.2	4	-1.7	-3.2	0.9	-1.0
Clc1ccc(-c2ccc(/C=N/Nc3nncc(-c4ccccc4)n3)o2)cc1	-2	3	-0.1	-0.8	3	-1.4	-2	-0.3	0.5	-0.3	-1.0
COC(=O)c1c(NC(C)=O)sc2c1CCCCC2	-4	4	0.0	-0.4	1	0.0	3	0.5	0.4	-2.0	-0.2
COc1ccc(C(O)P(=O)(OC(C)C)OC(C)C)c(OC)c1 (centres undefined)	2	1	0.2	-0.4	-3	2.0	-2	-1.6	-0.6	0.7	0.2
COc1ccc(CCN2C(=O)CC(N3CCOCC3)C2=O)cc1 (centres undefined)	-1	4	-0.2	1.9	1	-3.0	2	-1.4	1.8	5.9	-0.8
Cc1nn(C)c(C)c1NC(=O)CN1CCC(O)(c2ccc3c(c2)OCO3)CC1	-1	-1	-0.1	-0.4	-1	0.1	2	0.4	1.3	0.0	-1.0
Cc1nnc(SCC(=O)Nc2cc(C(N)=O)cc(C(N)=O)c2)n1-c1ccccc1	-2	-3	0.1	-0.6	-9	-1.7	9	1.6	2.9	0.7	-1.0
O=C(O)c1ccccc1OC(=O)C12CC3CC(CC(C3)C1)C2	-4	0	0.1	0.0	-3	-0.1	9	-3.1	0.8	0.6	-1.0
CCOC(=O)N1CCN(C(=O)CN(c2cccc(C(F)(F)F)c2)S(C)(=O)=O)CC1	-5	5	-0.3	-0.4	-2	-1.0	6	-0.7	0.2	-0.9	-0.9
O=C(NCCCn1ccnc1)Nc1ccc(Cl)cc1	1	-1	-0.1	2.1	2	-0.5	-6	-1.3	0.1	1.5	-1.1
COCC(=O)NNS(=O)(=O)c1ccccc1[N+](=O)[O-]	0	1	-0.7	2.0	3	0.5	-2	-0.5	2.3	1.1	-0.9
CCOc1ccc(C(=O)NCCCCNC(=O)c2ccc(OCC)cc2)cc1	-3	-2	-0.4	1.8	-2	0.1	1	1.5	3.8	6.1	-1.6
CCOC(=O)CSC1=NN2CCS(=O)(=O)N=C2S1	-1	6	0.7	2.3	-3	-0.4	0	1.1	0.3	0.5	-2.5
CC(NC(=O)c1ccccc1C(=O)O)c1ccc(-n2ccnc2)cc1 (centres undefined)	1	4	0.4	2.7	6	-0.7	-7	-3.0	1.3	0.5	0.9*
O=C(COC(=O)C1CCN(S(=O)(=O)c2cccs2)CC1)Nc1ccc(F)cc1Cl	2	-4	-2.7	0.9	6	0.1	-5	-0.6	2.0	-4.0	0.0
O=C(Cc1cccc2ccccc12)N/N=C/c1ccc(Sc2nc3ccccc3s2)o1	0	8	-0.8	0.6	0	1.7	-1	-1.2	0.9	-0.1	-1.0
CCOc1cccc(NC(=O)/C(C#N)=C/c2cccnc2)c1	4	1	-0.3	1.9	-6	-0.2	-42	-0.3	1.8	-0.1	-1.4
C=CC[C@@H]1NN2C(=O)[C@@H](CCCC)[C@@H]3c4cc5ccccc5cc4C=NN3[C@@H]2c2cc3ccccc3cc21	-1	6	-0.4	·	-11	1.7	1	·	·	3.0	-0.5
COC(=O)CN(C)C(=O)c1cccc(OC2CCN(S(=O)(=O)N(C)C)CC2)c1	1	-4	-0.3	2.4	-1	0.4	-2	-1.6	1.1	-2.0	-1.3
COc1ccc(C(=O)c2ccc(CC(=O)O)s2)cc1	-9	-5	-1.1	-2.2	-12	-3.7	-9	0.1	-4.0	-4.4	-2.0
CC(C(=O)O)N1c2cccc3cccc(c23)S1(=O)=O (centres undefined)	2	-4	0.1	0.8	i	2.4	0	-3.0	1.0	3.0	-1.1
COCCN1C(=O)C(CC(=O)Nc2ccc(C(C)=O)cc2)SC1=Nc1ccccc1 (centres undefined)	0&0	-1&6	-0.8&-1.5	-1.4&-0.6	1&-1	-1.6&-2.1	-29&-21	-1.6&-2.2	-1.8&0.1	-2.1&-1.3	-1.2&-1.1
Cc1cc(CNC(=S)Nc2ccc(Br)cc2Cl)nn1C	-3	-2	-0.2	1.0	-2	-0.8	3	0.0	1.8	0.7	-1.1
NC(=Nc1cccc(F)c1)NC(=O)OCc1ccccc1	2	1	5.2*	·	3	-0.1	-5	·	·	7.4	0.2
CCOc1ccccc1NC(=O)CCc1nnc2ccc(NCc3ccco3)nn12	0	-5	-0.6	-0.5	0	-2.0	-3	-2.0	-1.8	1.1	-1.6
O=C(NCCOc1ccccc1F)C1CCC(=O)N(CCc2cccc(F)c2)C1 (centres undefined)	1	-1	0.1	-0.5	-4	-0.3	2	1.3	-0.6	-1.2	-1.1
COCCCNC(=O)c1ccccc1-c1cc(C)no1	0	-3	-0.3	0.5	-4	-1.7	17	0.5	0.1	-0.2	-1.4
OC(CNC1CCCC1)COc1ccc(Cl)cc1 (centres undefined)	-1	-4	-0.2	-1.1	-3	-2.3	9	0.4	0.6	0.3	-0.8
Cc1cc(C)n(-c2nc3c(c(=O)[nH]c(=O)n3C)n2Cc2cccc(Br)c2)n1	1	-8	-0.1	-0.2	-1	0.7	2	0.5	2.7	0.1	-1.4
COc1ccc(/C=N/NC(=O)c2sc3nc(C)cc(C)c3c2N)cc1	-2	4	1.1	0.4	-75	-0.5	-2	0.6	-0.3	-1.3	-1.1
COc1cccc(C(=O)Nc2ncc3c(n2)CC(c2ccc(OC)cc2OC)CC3=O)c1 (centres undefined)	-5	-3	-1.9	-2.7	-6	-1.2	-6	-1.8	-4.5	0.9	-1.5
CCOC(=O)c1cnc2ccccc2c1Nc1cc(C(=O)O)ccc1C	-1	-9	0.1	-0.2	-7	-1.2	-7	-2.1	1.5	1.9	-1.8
CCSc1ccccc1C(=O)Nc1ccc2c(c1)OCO2	7	5	0.3	0.5	1	3.1	0	0.9	1.1	3.9	-1.0
CCC(=O)c1cc(-c2nc3ccccc3n2C)n(C)c1	-2	2	-0.1	4.0	-7	-1.6	4	1.2	1.4	-1.2	-1.0
Cc1cc(=O)oc2cc(OCC(=O)Nc3nnc(C4CC4)s3)ccc12	-3	0	0.0	1.1	-13	-0.7	2	-1.3	0.7	1.1	-0.2
COc1ccc2c(c1)C1CC(C)(NC(=O)C1S(=O)(=O)c1ccc(F)cc1)O2 (centres undefined)	-4	-6	-0.4	-0.8	3	-2.5	-3	0.2	1.4	-0.7	-1.9
Cc1ccccc1Nc1ncnc2c1cnn2-c1ccccc1	0	2	0.7	3.2	-6	0.6	4	1.2	3.0	9.8	-1.4
Cc1c(Nc2nc3ccccc3n3cnnc23)cccc1[N+](=O)[O-]	0	-3	-0.1	-0.8	-2	-2.9	3	0.9	1.1	-1.6	-1.4
CCOC(=O)C1CCCN(CC(=O)Nc2ccc(C(=O)Nc3ccccc3OC)cc2)C1 (centres undefined)	-2	-2	-0.5	-1.4	-8	-2.2	1	1.9	1.3	0.1	-1.5
CC(NC(=O)Nc1ccccc1)C(c1cccs1)N1CCN(c2ccccc2)CC1 (centres undefined)	1	-1	0.6	0.8	0	-0.5	-2	0.3	-3.5	-0.4	-0.1
CCCCn1c(N)c(N(CCOC)C(=O)CSCc2c(C)noc2C)c(=O)[nH]c1=O	-1	-7	0.1	1.8	-11	-1.4	2	-1.6	1.1	3.5	-0.8
Cc1cccnc1NC(=O)CCNS(=O)(=O)c1ccc2c(c1)c(=O)n(C)c(=O)n2C	2	-3	-1.0	3.0	1	-1.5	-1	-0.3	-2.1	-1.5	-1.9
NNc1cccc(C=Cc2ccccc2)cc1=O	1	-8	4.1*	0.8	-484	3.6	-5	-0.6	4.0	9.8	-1.4
CCOc1ccc(NC(=O)CN(C)CC(=O)Nc2ccc(Br)cc2F)cc1OCC	-2	-3	-0.5	-0.1	-4	-1.1	-7	-1.7	-4.5	-4.9	-1.7
CC(=NCCc1ccccc1)C1=C(O)COC1=O	0	-2	-0.1	-0.3	0	-1.3	6	-0.6	0.1	0.8	-1.0
O=C(NCCCN1CCOCC1)c1ccc2ccccc2c1	0	-5	0.8	1.7	-4	-1.9	1	1.9	0.9	3.5	-0.2
O=C(CSc1ccccn1)N1CCN(c2cccc(Cl)c2)CC1	-3	0	-0.8	-1.2	5	-0.6	7	-1.1	-1.4	-3.2	-1.2
CCN(CC)P(=O)(Nc1cccc(C(F)(F)F)c1)c1ccc(N(C)C)cc1NC(=O)c1ccco1 (centres undefined)	-1	-4	1.0	2.3	-4	4.3	-2	-1.3	-5.3	-0.5	-0.4

Screening data: PubChem BioAssay, several laboratories
